FadD28 binding = inhibitors of FadD28 bisubstrate probe binding, primary screen, biochemical, fluorescence polarization, single point; Mycobacterium tuberculosis FadD28 fatty-acid-AMP ligase; inhibition, % at 12.5 µM; actives 0.22% (n = 360,000); AID 588549, 2011; in the data active = inhibition above about 8.5%, passing the limit was not always enough; inconclusive = no clear call, values can overlap the other calls
CCHF vOTU inh = CCHFV vOTU protease inhibitors, primary screen, biochemical, Pep-AMC substrate, fluorescence; actives 0.55% (n = 370,000); inhibition, % at 11.5 µM; Crimean-Congo hemorrhagic fever virus L polyprotein viral ovarian tumor (vOTU) protease …; AID 651958, 2012; in the data active = inhibition above about 30%; note: 0% = vehicle wells with enzyme and 100% = no enzyme wells
TcdB inh = TcdB glycohydrolase inhibitors, primary screen, biochemical, single point, plate reader; Toxin B (Clostridioides difficile), P18177; TcdB glycohydrolase enzymatic assay; inhibition, % at 9.99 µM; actives 0.24% (n = 350,000); in the data active = inhibition above about 10%
BoNT A protease = BoNT/A light chain protease inhibitors, primary screen, biochemical, flow cytometry, MLPCN library; multiplex microsphere protease substrate cleavage; AID 588499, 2011; inhibition, % at 10 µM; actives 0.17% (n = 360,000); Botulinum neurotoxin type A light chain protease (Clostridium botulinum A str. ATCC 3502); note: plate controls were buffer without enzyme for full effect and enzyme alone for no effect
Y pestis TopoI = Yersinia pestis topoisomerase I inhibitors, primary screen, biochemical, cleavage product accumulation, plate reader, single point | DNA topoisomerase I (Yersinia pestis CO92) | Y. pestis Topo-I cleavage product accumulation | activity, % at 10 µM | actives 0.064% (n = 360,000) | AID 504884, 2011; in the data active = activity above about 50%, passing the limit was not always enough; inconclusive = no clear call, values can overlap the other calls; note: inactives centre near 2
PfHsp40 rescue = rescue of yeast from PfHsp40 toxicity, primary screen, S. cerevisiae, ATP luminescence; S. cerevisiae expressing PfHsp40, growth rescue; growth rescue, % at 12.5 µM; actives 0.68% (n = 340,000); AID 504582, 2011; in the data active = growth rescue above about 28%, passing the limit was not always enough; inconclusive = no clear call, values can overlap the other calls;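 note: yeast W303a lacking pdr1 and pdr3 grown in galactose medium; growth measured after three days at 30 °C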
PrPC surface inh = inhibitors of human cell surface prion protein PrPC, primary screen, cell-based, TR-FRET; Major prion protein (Homo sapiens), P04156; TR-FRET read-out; inhibition, % at 13.8 µM; actives 0.43% (n = 370,000); AID 720596, 2013; in the data active = inhibition above about 24%; note: 0% = median of the test wells and 100% = reference compound wells
BoNT-F LC inh = BoNT/F light chain protease inhibitors, primary screen, biochemical, flow cytometry, MLPCN library. AID 588497, 2011. inhibition, % at 10 µM. Botulinum neurotoxin type F light chain protease (Clostridium botulinum). Multiplex microsphere protease cleavage assay. actives 0.22% (n = 360,000); in the data active = inhibition above about 35%, passing the limit was not always enough; inconclusive = no clear call, values can overlap the other calls; note: plate controls were buffer without enzyme for full effect and enzyme alone for no effect
Anthrax LF inh2 = Bacillus anthracis LF protease inhibitors, primary screen, biochemical, multiplex microsphere, MLPCN library. multiplex microsphere protease cleavage assay. AID 588501, 2011. inhibition, % at 10 µM. actives 0.12% (n = 360,000); note: plate controls were buffer without enzyme for full effect and enzyme alone for no effect
* = called active by the depositor. Cut-off read from the data, not from the text of the source, unless noted: active = inhibition above about 30%; inconclusive = no clear call, values can overlap the other calls; inactive = below that.

COc1ccc(-c2oc3c(c2C#CCCCCO)C(OCCO)CC3)cc1 (stereo not drawn) was read as CCHF vOTU inh -8, TcdB inh -1.2, BoNT A protease 0.1, PrPC surface inh 2, BoNT-F LC inh -6 and Anthrax LF inh2 -2.
For NC(=O)c1ccc(NC(=O)COC(=O)CNC(=O)c2sc3ccccc3c2Cl)cc1 the results were FadD28 binding 0.1, CCHF vOTU inh -10, TcdB inh 2.0, BoNT A protease -0.3, Y pestis TopoI 5, PfHsp40 rescue -0.4, PrPC surface inh 11, BoNT-F LC inh -3 and Anthrax LF inh2 -1.
Screening COc1cc(CNCCCCO)ccc1OCc1ccccc1F returned FadD28 binding -1.1, CCHF vOTU inh -3, TcdB inh 2.0, BoNT A protease 0.8, Y pestis TopoI 2, PfHsp40 rescue 0.2, PrPC surface inh -6, BoNT-F LC inh -7 and Anthrax LF inh2 -7.
For CCCCNC(=O)Nc1c(C)cc(SC#N)cc1C the results were FadD28 binding -1.2, CCHF vOTU inh -1, TcdB inh 0.0, BoNT A protease -0.5, Y pestis TopoI -6, PfHsp40 rescue -0.2, PrPC surface inh 0, BoNT-F LC inh -6 and Anthrax LF inh2 -2.
Screening CC1CCN(CCNC(=O)c2ccc(NC(=O)C3CCCO3)cc2)CC1 (stereo not drawn) returned FadD28 binding -0.1, CCHF vOTU inh 5, BoNT A protease 0.4, Y pestis TopoI -2, PfHsp40 rescue 0.2, PrPC surface inh -3, BoNT-F LC inh -4 and Anthrax LF inh2 2.
Cc1cc(C(=O)OCC(=O)Nc2cccc(S(=O)(=O)N(C)C)c2)c2ccccc2n1 was read as FadD28 binding -4.1, CCHF vOTU inh 5, TcdB inh 2.1, BoNT A protease -1.5, Y pestis TopoI 1, PfHsp40 rescue 0.3, PrPC surface inh 7, BoNT-F LC inh -8 and Anthrax LF inh2 -2.
CCOC(=O)C1CCN(C(=O)CCCn2nc(C)c3c(C)n(-c4ccc(C)cc4)nc3c2=O)CC1 was read as FadD28 binding -0.4, CCHF vOTU inh 3, TcdB inh 1.3, BoNT A protease -1.1, Y pestis TopoI 18, PfHsp40 rescue -0.2, PrPC surface inh 5, BoNT-F LC inh 6 and Anthrax LF inh2 -2.
CSCCC(NC(=O)c1cc([N+](=O)[O-])cc([N+](=O)[O-])c1)c1nc2ccccc2[nH]1 (stereo not drawn) was read as FadD28 binding -1.9, CCHF vOTU inh -16, BoNT A protease 1.4, Y pestis TopoI -20, PfHsp40 rescue -0.4, PrPC surface inh -42, BoNT-F LC inh 1 and Anthrax LF inh2 0.
C=CCOC(=O)C(C#N)c1nc2ccccc2nc1N1CCN(Cc2ccccc2)CC1 (stereo not drawn) was read as FadD28 binding -4.3, CCHF vOTU inh 5, BoNT A protease 6.3, Y pestis TopoI 20, PfHsp40 rescue 2.6, PrPC surface inh -19, BoNT-F LC inh 16 and Anthrax LF inh2 3.
CC1(C)CC(CCNS(=O)(=O)c2ccccc2)(c2ccccc2)CCO1 (stereo not drawn) was read as FadD28 binding -1.2, CCHF vOTU inh -14, TcdB inh 0.9, BoNT A protease -0.7, Y pestis TopoI 15, PfHsp40 rescue 1.4, PrPC surface inh 4, BoNT-F LC inh -3 and Anthrax LF inh2 1.
CCc1ccc(-n2c(=O)c3c(C)c(C(=O)N(C)C)sc3n(CC(=O)NCc3ccco3)c2=O)cc1 was read as FadD28 binding -0.5, CCHF vOTU inh -7, BoNT A protease -1.2, Y pestis TopoI 1, PfHsp40 rescue 0.3, PrPC surface inh 3, BoNT-F LC inh -10 and Anthrax LF inh2 2.
Screening C=CCn1c(O)c(N=Nc2nc3ccccc3c(=O)n2-c2ccccc2)c2ccccc21 returned FadD28 binding -0.9, CCHF vOTU inh -12, BoNT A protease 0.2, Y pestis TopoI -1, PfHsp40 rescue 0.5, PrPC surface inh -3, BoNT-F LC inh -8 and Anthrax LF inh2 -8.
For COc1ccc(S(=O)(=O)NCC(c2ccc(C)cc2)N2CCN(C)CC2)cc1 (stereo not drawn) the results were FadD28 binding -0.6, CCHF vOTU inh 0, TcdB inh 1.5, BoNT A protease -0.5, Y pestis TopoI -7, PfHsp40 rescue -0.9, PrPC surface inh -8, BoNT-F LC inh 2 and Anthrax LF inh2 -5.
O=C(CSCc1cccc(CSCC(=O)Nc2ccc3ccccc3c2)n1)Nc1ccc2ccccc2c1 was read as FadD28 binding -3.0, CCHF vOTU inh 7, BoNT A protease 0.0, Y pestis TopoI 20, PfHsp40 rescue 2.1, PrPC surface inh 10, BoNT-F LC inh 5 and Anthrax LF inh2 -7.
For COc1ccc(Cc2nnc(NC(=O)C3CC(=O)N(c4ccccc4C)C3)s2)cc1OC (stereo not drawn) the results were FadD28 binding -1.4, CCHF vOTU inh -3, TcdB inh -0.7, BoNT A protease 2.5, Y pestis TopoI 18, PfHsp40 rescue 0.2, PrPC surface inh -5, BoNT-F LC inh 0 and Anthrax LF inh2 2.
COc1ccc(C2CC(O)(c3ccccc3)Oc3c(C)ccc(C)c32)cc1 (stereo not drawn) was read as FadD28 binding 0.5, CCHF vOTU inh 18, TcdB inh -10, BoNT A protease -0.2, Y pestis TopoI 7, PfHsp40 rescue 16, PrPC surface inh 12, BoNT-F LC inh -11 and Anthrax LF inh2 -8.
For O=C(O)CN1CCN(Cc2ccccc2Cl)C1=O the results were FadD28 binding -2.3, CCHF vOTU inh -3, BoNT A protease -0.6, Y pestis TopoI -2, PfHsp40 rescue -1.1, PrPC surface inh -6, BoNT-F LC inh -6 and Anthrax LF inh2 -1.
Cc1cc(C)n(CCNC(=O)CC2C(=O)NCCN2CC2CCCCC2)n1 (stereo not drawn) was read as FadD28 binding -1.3, CCHF vOTU inh 1, TcdB inh 0.6, BoNT A protease 0.9, Y pestis TopoI 3, PfHsp40 rescue 0.1, PrPC surface inh -4, BoNT-F LC inh 0 and Anthrax LF inh2 -1.
`Cc1cc(C)c2c3c(cn2n1)c(=O)n(C)c(=O)n3C` gave FadD28 binding 1.0, CCHF vOTU inh 11, BoNT A protease 0.2, Y pestis TopoI 2, PfHsp40 rescue 0.3, PrPC surface inh -1, BoNT-F LC inh 15 and Anthrax LF inh2 0.
NNC(=O)c1sc(-c2ccccc2)cc1N was read as FadD28 binding -1.9, CCHF vOTU inh -7, TcdB inh -2.5, BoNT A protease 2.4, Y pestis TopoI 3, PfHsp40 rescue -1.9, PrPC surface inh -8, BoNT-F LC inh -8 and Anthrax LF inh2 -8.
Screening Cc1[nH]nc(SCC(=O)N(C)c2ccccc2)c1[N+](=O)[O-] returned FadD28 binding -0.9, CCHF vOTU inh 14, TcdB inh 0.5, BoNT A protease -0.7, Y pestis TopoI 4, PfHsp40 rescue -0.6, PrPC surface inh -4, BoNT-F LC inh 1 and Anthrax LF inh2 -3.
Screening Cc1ccc2ccc3cccnc3c2n1 returned FadD28 binding -1.2, CCHF vOTU inh -12, TcdB inh 0.9, Y pestis TopoI 2, PfHsp40 rescue inconclusive and PrPC surface inh -4.
Screening CCSC1=C(C#N)C(c2ccccc2OC)CC(=O)N1 (stereo not drawn) returned FadD28 binding -1.6, CCHF vOTU inh -2, TcdB inh 0.7, BoNT A protease -0.3, Y pestis TopoI 4, PfHsp40 rescue 0.5, PrPC surface inh -2, BoNT-F LC inh -2 and Anthrax LF inh2 -1.
C=CCn1c(C23CC4CC(CC(C4)C2)C3)n[nH]c1=S was read as FadD28 binding -1.0, CCHF vOTU inh -1, TcdB inh 1.5, BoNT A protease -2.5, Y pestis TopoI 1, PfHsp40 rescue -0.1, PrPC surface inh 3, BoNT-F LC inh inconclusive and Anthrax LF inh2 -1.
For Oc1c(C=Nc2ccccc2)sc2ccccc12 the results were FadD28 binding 0.7, CCHF vOTU inh -4, TcdB inh 0.4, BoNT A protease 0.6, Y pestis TopoI 2, PfHsp40 rescue 0.5, PrPC surface inh 3, BoNT-F LC inh -13 and Anthrax LF inh2 -3.
`CCOC(=O)C1CCN(S(=O)(=O)c2ccc(NC(C)=O)c(Cl)c2)CC1` gave FadD28 binding -2.0, CCHF vOTU inh -5, TcdB inh 1.4, Y pestis TopoI -5, PfHsp40 rescue -1.9 and PrPC surface inh 4.
For CC[C@@H](NC(=O)[C@H](Cc1ccccc1)NC(=O)CC[C@H]1O[C@@H](n2ccc(=O)[nH]c2=O)[C@H](O)[C@@H]1O)c1ccccc1 the results were FadD28 binding -1.1, CCHF vOTU inh -9, TcdB inh -0.8, BoNT A protease 0.8, PrPC surface inh 2, BoNT-F LC inh 8 and Anthrax LF inh2 2.
For COC(=O)c1cc(NCc2ccc3c(c2)OCO3)ccc1N1CCOCC1 the results were FadD28 binding -0.8, CCHF vOTU inh -4, BoNT A protease -0.4, Y pestis TopoI 11, PfHsp40 rescue -0.2, PrPC surface inh 3, BoNT-F LC inh -3 and Anthrax LF inh2 -7.
`CCN(CC)S(=O)(=O)c1ccc(Cl)c(NC2=NCCCCC2)c1` gave FadD28 binding -9.7, CCHF vOTU inh 11, TcdB inh 0.4, BoNT A protease 0.3, Y pestis TopoI 0, PfHsp40 rescue 1.1, PrPC surface inh 1, BoNT-F LC inh 0 and Anthrax LF inh2 1.
Screening NS(=O)(=O)c1ccc(CCNC(=O)CSc2nc3c(sc(=S)n3-c3ccccc3)c(=O)[nH]2)cc1 returned FadD28 binding -1.5, CCHF vOTU inh 15, TcdB inh -4.6, BoNT A protease 0.3, Y pestis TopoI -5, PrPC surface inh 3, BoNT-F LC inh -2 and Anthrax LF inh2 -1.
`CCOC(=O)[C@]12CCC=C1N(Cc1ccco1)C(=O)[C@H](CC(=O)N1CCSCC1)C2` gave CCHF vOTU inh 6, TcdB inh 1.2, BoNT A protease -0.8, PrPC surface inh -3, BoNT-F LC inh -1 and Anthrax LF inh2 0.
Screening Cc1ccc(C)c(OCc2cc(C(=O)N3CCNC(=O)C3)no2)c1 returned FadD28 binding -1.9, CCHF vOTU inh -3, TcdB inh 0.0, BoNT A protease 0.6, Y pestis TopoI -8, PfHsp40 rescue 0.0, PrPC surface inh 7, BoNT-F LC inh -2 and Anthrax LF inh2 -3.

Four entries from above, sorted by length of the SMILES, ascending.
For Oc1c(C=Nc2ccccc2)sc2ccccc12 the results were FadD28 binding 0.7, CCHF vOTU inh -4, TcdB inh 0.4, BoNT A protease 0.6, Y pestis TopoI 2, PfHsp40 rescue 0.5, PrPC surface inh 3, BoNT-F LC inh -13 and Anthrax LF inh2 -3.
Screening CCSC1=C(C#N)C(c2ccccc2OC)CC(=O)N1 (stereo not drawn) returned FadD28 binding -1.6, CCHF vOTU inh -2, TcdB inh 0.7, BoNT A protease -0.3, Y pestis TopoI 4, PfHsp40 rescue 0.5, PrPC surface inh -2, BoNT-F LC inh -2 and Anthrax LF inh2 -1.
`CCN(CC)S(=O)(=O)c1ccc(Cl)c(NC2=NCCCCC2)c1` gave FadD28 binding -9.7, CCHF vOTU inh 11, TcdB inh 0.4, BoNT A protease 0.3, Y pestis TopoI 0, PfHsp40 rescue 1.1, PrPC surface inh 1, BoNT-F LC inh 0 and Anthrax LF inh2 1.
`CCOC(=O)[C@]12CCC=C1N(Cc1ccco1)C(=O)[C@H](CC(=O)N1CCSCC1)C2` gave CCHF vOTU inh 6, TcdB inh 1.2, BoNT A protease -0.8, PrPC surface inh -3, BoNT-F LC inh -1 and Anthrax LF inh2 0.

From PubChem BioAssay
